SENP8 block-1 = inhibitors of human SENP8 protease; inhibition, % at 20 µM; Q96LD8; recombinant SENP8, Nedd8 substrate fluorescence; actives 0.64% (n = 360,000); AID 602440; in the data active means inhibition mostly above about 40%, no sharp cut-off; inactive means mostly below about 27%
Target sequence (Q96LD8 whole entry, looked up): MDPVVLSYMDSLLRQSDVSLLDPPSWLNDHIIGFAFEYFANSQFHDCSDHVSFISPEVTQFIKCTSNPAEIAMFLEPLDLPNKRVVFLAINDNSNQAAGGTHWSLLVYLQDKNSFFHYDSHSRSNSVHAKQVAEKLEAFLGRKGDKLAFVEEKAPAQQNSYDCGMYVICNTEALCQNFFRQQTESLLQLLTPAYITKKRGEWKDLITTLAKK
PfGluPho inh = PfG6PD (Plasmodium falciparum) enzyme inhibition. PfGluPho enzyme, NADPH resazurin-diaphorase fluorescence. inhibition, % at 20 µM. actives 0.78% (n = 350,000). AID 504690;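 active means inhibition reaching at least a set limit at 20 µM in the primary screen, cut at about 59% in these data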;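 further: 0% = DMSO wells with substrate and 100% = DMSO wells lacking glucose-6-phosphate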
SENP1 inh = SENP1 (human) catalytic domain inhibition | Q9P0U3 | recombinant SENP1 catalytic domain, CyPet-SUMO1-YPet FRET cleavage | inhibition, % at 10 µM | actives 0.21% (n = 360,000);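 active means inhibition at least 30% at 10 µM, raw YFP signal under a set limit, fluorescence ratio 0.5 to 1.5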;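 further: 0% = enzyme with DMSO and 100% = no enzyme wells; some results filed as inactive read as strong as hits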
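System: Recombinant human SENP1 catalytic domain, His6-tagged | Incubation: Enzyme reaction for 50 min at room temperature, dark | Medium: Tris pH 8 with BME, BSA, NP40 and catalase | Also added: 25 nM SUMO1 FRET substrate | Compound: 10 µM single point, 0.5% DMSO | Measured by: FRET fluorescence in CFP and YFP emission channels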
SENP6 block = blocks the human protease SENP6; Q9GZR1; Recombinant SENP6 catalytic domain, aminoluciferin luminescence; inhibition, % at 10 µM; actives 1.8% (n = 330,000); AID 2599;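 active means inhibition above about 50% at the single tested dose, limit read from the data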;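 further: plate controls were DMSO wells with enzyme for no effect and DMSO wells lacking enzyme for full effect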
HKDC1 inhibitor = HKDC1 (human) hexokinase inhibition; Q2TB90; recombinant HKDC1, G6PDH/diaphorase resazurin coupled fluorescence; inhibition, % at 20 µM; actives 0.16% (n = 340,000);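 active means inhibition above about 35% when tested at 20 µM, limit read from the data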;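 further: plate controls were DMSO wells with enzyme for no effect and DMSO wells lacking enzyme for full effect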
Target sequence (Q2TB90 whole entry, looked up): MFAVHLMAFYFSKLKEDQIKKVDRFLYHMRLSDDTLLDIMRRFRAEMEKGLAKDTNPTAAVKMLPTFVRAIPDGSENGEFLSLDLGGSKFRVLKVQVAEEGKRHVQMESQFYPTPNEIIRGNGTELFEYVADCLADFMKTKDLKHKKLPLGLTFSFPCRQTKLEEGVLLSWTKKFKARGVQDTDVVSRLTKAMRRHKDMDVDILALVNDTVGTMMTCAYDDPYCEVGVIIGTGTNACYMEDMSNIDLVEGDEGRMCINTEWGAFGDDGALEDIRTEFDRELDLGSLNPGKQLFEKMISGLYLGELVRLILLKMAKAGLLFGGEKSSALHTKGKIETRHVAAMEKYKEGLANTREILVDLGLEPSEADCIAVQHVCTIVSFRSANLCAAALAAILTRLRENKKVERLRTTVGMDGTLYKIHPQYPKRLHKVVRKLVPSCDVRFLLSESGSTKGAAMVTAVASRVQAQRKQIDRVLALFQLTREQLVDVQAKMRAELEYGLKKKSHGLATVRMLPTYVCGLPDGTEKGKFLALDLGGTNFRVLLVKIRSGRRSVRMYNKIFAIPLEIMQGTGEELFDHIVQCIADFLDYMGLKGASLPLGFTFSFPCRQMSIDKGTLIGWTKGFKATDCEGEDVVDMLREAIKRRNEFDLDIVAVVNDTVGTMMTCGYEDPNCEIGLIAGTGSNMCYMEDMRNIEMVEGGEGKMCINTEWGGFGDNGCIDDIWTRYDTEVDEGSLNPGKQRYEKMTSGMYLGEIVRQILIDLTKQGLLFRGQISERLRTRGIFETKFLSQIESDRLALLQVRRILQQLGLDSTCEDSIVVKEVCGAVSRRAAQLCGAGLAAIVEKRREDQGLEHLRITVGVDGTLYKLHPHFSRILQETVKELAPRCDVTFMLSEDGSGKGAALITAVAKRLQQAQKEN
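Assay system: recombinant HKDC1 hexokinase; detection: coupled resazurin fluorescence, excitation 525 nm, emission 613 nm; benchmarks: DMSO-plus-enzyme-mix negative control, buffer-substituted positive control; compound dosing: single 20 µM dose; schedule: 90 min at room temperature in dark; also added: glucose plus 1 mM ATP as hexokinase substrates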
SENP8 block-2 = blocks the human protease SENP8 | Q96LD8 | purified SENP8, Z-RLRGG-aminoluciferin cleavage, luminescence | inhibition, % at 10 µM | actives 1.2% (n = 330,000) | AID 2540; in the data active means inhibition above about 50%
SENP7 block = blocks the human protease SENP7; Q9BQF6; recombinant SENP7, Z-RLRGG-aminoluciferin luminescence, 40 min; inhibition, % at 5 µM; actives 1.5% (n = 330,000); AID 434973;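 active means inhibition above about 50% at the single test dose, limit read from the data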;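 further: plate controls were DMSO with enzyme for no effect and no enzyme buffer wells for full effect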
NLRP3 yeast inh = inhibitors of NALP3 inflammasome in yeast; inhibition, % at 10 µM; Yeast reconstituted NLRP3/ASC/caspase-1, beta-gal luminescence, 24 h; actives 0.39% (n = 330,000);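 active means inhibition of 50% or more; inactive means inhibition below 50%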;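 further: plate controls were induced DMSO wells for no effect and uninduced yeast grown without galactose for full effect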
Apaf1 inhib = blocks human Apaf-1 apoptosome activity; actives 0.71% (n = 330,000); O14727; reconstituted apoptosome caspase-3 activity, DEVD-Rh110 fluorescence; AID 489030; inhibition, % at 20 µM; active means inhibition of at least 40% at 20 µM;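 further: plate controls were DMSO wells for no effect and DEVD-CHO caspase inhibitor wells for full effect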
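System – cell-free apoptosome with Apaf-1, procaspase-3 and caspase-9 · Buffer or medium – pH 7.5 Hepes buffer with CHAPS, BSA, DTT · Also added – cytochrome c with DEVD-Rh110 · Times – 30 min compound preincubation, 50 min activation, room temperature · Technique – Rh110 fluorescence intensity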
An asterisk follows results filed as active; . = no result given.

SMILES	SENP8 block-1	PfGluPho inh	SENP1 inh	SENP6 block	HKDC1 inhibitor	SENP8 block-2	SENP7 block	NLRP3 yeast inh	Apaf1 inhib
Nc1nc(COc2ccc(Cl)cc2)cs1	6	0	-1	22	-4	8	10	31	-2
Cn1c(=O)c(=O)n(C)c2cc(S(=O)(=O)N3CCOCC3)ccc21	-16	0	1	0	-1	-3	5	-14	-7
CC(C)c1ccccc1NC(=O)CCCC(=O)O	11	-2	0	-5	-5	-4	0	-1	-1
O=C(c1ccc(COc2ccccc2Cl)o1)N1CCCC1	1	-14	2	-12	-2	-12	-4	25	5
COc1ccc(C(=O)Nc2cc3c4c(c2)CC(=O)N4CCC3)cc1	-16	25	1	-1	4	11	2	19	2
O=C(c1ccco1)N1CCN(c2cc(=O)n(-c3ccc(Cl)cc3)c(=O)[nH]2)CC1	8	-10	-1	5	-3	7	-1	14	-3
COc1cccc(CNC(=O)COC(=O)CCS(=O)(=O)c2ccc(C)cc2)c1	2	-11	2	1	-3	16	-4	9	0
COc1ncnc2c1oc1ccccc12	-11	-17	-1	6	5	-5	3	-12	-19
COc1cc(/C=C/C(O)=C/C(=O)/C=C/c2ccc(O)cc2)ccc1O	-481	-17	-26	-3	0	9	1	25	-2
O=C(Nc1nc(-c2ccccn2)cs1)c1ncc(Cl)c(Cl)c1Cl	22	-2	-3	-7	-1	-7	-7	5	15
O=S(=O)(c1ccc(Cl)nc1)N1CCCc2ccccc21	2	36	-1	5	8	3	6	12	1
C#CCNC(=O)C1=C[C@H](c2ccc(Br)cc2)C[C@H](OCCCCO)O1	-6	3	-3	-10	-5	-9	-6	3	10
Cc1oc(-c2ccccc2)nc1C(=O)OCC(=O)NC(=O)NCC(C)C	-3	12	-7	-23	-6	26	65*	12	8
CC1CN(Cc2ccccc2)C(C)CC1O (stereo not given)	12	5	0	-12	2	-1	2	3	-13
Cc1cc(C)c(NC(=O)COC(=O)C2CCN(c3ccc(C(F)(F)F)cn3)CC2)c(Cl)c1	-24	25	-1	-8	0	4	-3	-2	20
COc1cc2cc(C(C)(C)O)oc(=O)c2cc1OC	-10	7	0	-2	-2	3	-4	24	-8
Cc1c(NC(=O)CSc2nnc(COc3ccccc3)n2-c2ccccc2)c(=O)n(-c2ccccc2)n1C	18	2	0	-2	2	-8	-9	21	5
Cc1cc(C(=O)NCC2CCCO2)sc1C (stereo not given)	8	9	1	-3	-6	-10	2	29	-6
CCOC(=O)C/C(N)=N/N(C)c1ncc(C(F)(F)F)cc1Cl	6	-16	1	-9	3	-4	-4	-8	10
COc1ccc(Cl)cc1NC(=O)C(C)OC(=O)Cn1cc(C(F)(F)F)ccc1=O (stereo not given)	6	7	1	-19	-4	13	3	16	-11
CC(=O)c1ccc(NC(=O)CN2CCN(S(=O)(=O)c3ccc4ccccc4c3)CC2)cc1	-14	-1	4	-8	1	5	2	20	6
N/C(=N\OC(=O)Nc1ccccc1)c1ncc([N+](=O)[O-])s1	17	18	0	-9	0	3	6	19	13
O=C(CSCc1ccccc1)Nc1cccc(F)c1	11	11	0	-6	-8	2	3	36	2
CN1/C(=C/C(=O)CSc2ccccc2C(=O)O)C(C)(C)c2ccccc21	-350	-22	0	3	3	-2	-6	2	-4
COc1ccc(N=C2SC(CC(=O)Nc3ccccc3)C(=O)N2CC2CCCO2)cc1 (stereo not given)	27	20	2	-7	-4	5	4	1	4
The list continues:
SMILES	SENP8 block-1	PfGluPho inh	SENP1 inh	SENP6 block	HKDC1 inhibitor	SENP8 block-2	SENP7 block	NLRP3 yeast inh	Apaf1 inhib
Cc1c(Nc2nc(-c3ccccc3)cs2)c(=O)n(-c2ccccc2)n1C	7	-1	1	-16	-10	-10	-5	2	2
CCC(=O)N(Cc1ccco1)c1nc(C(=O)Nc2ccc(Cl)cc2)c(C)s1	1	34	-23	7	7	4	3	13	7
COCCn1c(Cc2ccccc2)nnc1SCc1ccc([N+](=O)[O-])cc1	-20	-7	0	-8	-2	-8	-2	-3	1
CCC1CCCCN1S(=O)(=O)c1ccc(C(=O)Nc2nnc(C3=COCCO3)o2)cc1 (stereo not given)	7	-22	0	-13	-7	-6	7	-3	11
O=C(NC1CCCCC1)c1cc([N+](=O)[O-])ccc1N1CCOCC1	17	0	2	-5	-7	7	-1	15	5
COc1ccc(NC(=O)C(c2ccccc2)N(C)C(=O)CNC(C)=O)cc1 (stereo not given)	13	-11	2	-4	1	-1	-2	1	-2
Cc1c(NC(=O)c2ccc3c(c2)C(=O)N(Cc2ccco2)C3=O)cccc1C(=O)O	12	13	1	8	-2	-2	4	2	6
CCOC(=O)NCc1ccc2c(c1)cc(C)n2C	-23	23	-7	7	2	5	9	4	0
N#CC1=C(N)C(C#N)(C#N)[C@H](c2c(F)cccc2F)[C@H]2CC3(CC=C12)OCCO3	-32	-2	1	1	11	9	-1	4	-19
O=S(=O)(c1ccc(SCc2ccccc2)nc1)N1CCCC1	9	0	1	6	1	4	-1	34	12
CCNS(=O)(=O)c1ccc(CCC(=O)N2CCN(C(=O)OCC)CC2)cc1	1	-4	1	-5	-5	-2	1	6	-6
COc1ccc(CNC(=S)N/N=C/c2ccc(OC)c(OC)c2)cc1	27	-9	-1	-11	-7	0	0	16	11
CC1CCC(NC(=O)c2ccc(CNc3c(NC4CCCCC4)c(=O)c3=O)cc2)CC1 (stereo not given)	7	-26	1	-23	-9	-7	-14	-3	8
O=c1cc(-c2ccccc2)c2cc3c(cc2[nH]1)OCCO3	-427	-8	3	-10	1	-3	0	19	8
Cc1cc(N/N=C/c2ccc(O)cc2O)nc(-c2ccccc2O)n1	-225	30	3	.	-10	.	.	.	.
Cc1cc2sc3ccccc3c(=O)c2c(C)c1O	-67	0	-35	-5	6	5	4	19	-2
CC1CCC(NC(=O)c2ccc(COc3ccccc3)o2)CC1 (stereo not given)	11	26	3	-4	-4	-10	-10	26	16
O=C(/C=C/c1ccccc1O)c1ccc(Cl)cc1	11	4	4	67*	18	40	-4	37	10
CCS(=O)(=O)c1ccc2c(c1)N(S(C)(=O)=O)CC(C(=O)NCc1ccccc1OC)O2 (stereo not given)	21	-1	2	7	-3	11	0	-3	-1
c1ccc(-c2nnc(SCC3CCCCO3)nc2-c2ccccc2)cc1 (stereo not given)	3	-13	1	-1	-1	-1	-2	2	13
O=C(COC(=O)c1c(F)cccc1F)NCc1ccc2c(c1)OCO2	10	8	3	-2	-2	-5	2	19	4
O=C1c2cc(Cl)ccc2OC2(CCNCC2)C12CC(c1ccccc1)=NO2 (stereo not given)	17	-2	1	-4	0	0	14	19	25
c1coc(CSc2ncnc3c2oc2ccccc23)c1	-7	-3	0	-7	0	-6	-1	12	6
CCOCCCNC(=O)c1ccc(OC)c(OC2CCN(C(C)C)CC2)c1	10	-10	-4	-18	5	-10	-14	-1	0
O=[N+]([O-])c1ccc(-c2csc(N3CCc4ccccc4C3)n2)cc1	15	-2	45	-11	-1	-2	3	8	1

Molecules from the list above with a COOH group, in the order listed:
SMILES	SENP8 block-1	PfGluPho inh	SENP1 inh	SENP6 block	HKDC1 inhibitor	SENP8 block-2	SENP7 block	NLRP3 yeast inh	Apaf1 inhib
CC(C)c1ccccc1NC(=O)CCCC(=O)O	11	-2	0	-5	-5	-4	0	-1	-1
CN1/C(=C/C(=O)CSc2ccccc2C(=O)O)C(C)(C)c2ccccc21	-350	-22	0	3	3	-2	-6	2	-4
Cc1c(NC(=O)c2ccc3c(c2)C(=O)N(Cc2ccco2)C3=O)cccc1C(=O)O	12	13	1	8	-2	-2	4	2	6

Back to the main list; the 4 compounds before the break are reprinted first.
SMILES	SENP8 block-1	PfGluPho inh	SENP1 inh	SENP6 block	HKDC1 inhibitor	SENP8 block-2	SENP7 block	NLRP3 yeast inh	Apaf1 inhib
O=C1c2cc(Cl)ccc2OC2(CCNCC2)C12CC(c1ccccc1)=NO2 (stereo not given)	17	-2	1	-4	0	0	14	19	25
c1coc(CSc2ncnc3c2oc2ccccc23)c1	-7	-3	0	-7	0	-6	-1	12	6
CCOCCCNC(=O)c1ccc(OC)c(OC2CCN(C(C)C)CC2)c1	10	-10	-4	-18	5	-10	-14	-1	0
O=[N+]([O-])c1ccc(-c2csc(N3CCc4ccccc4C3)n2)cc1	15	-2	45	-11	-1	-2	3	8	1
CC(=O)c1ccc(S(=O)(=O)NCCC(=O)NC2CCN(Cc3ccccc3)CC2)cc1	-3	-15	-3	-27	-5	12	3	21	-2
O=C(Nc1ccnc(-c2cccnc2)n1)c1ccccc1Cl	19	-4	-4	-17	-2	-5	-14	21	1
COc1ccc(-n2nc(C(=O)NCC(=O)N3CCC(C(N)=O)CC3)c3ccccc3c2=O)cc1OC	-8	9	2	10	3	6	2	-12	5
CC(=O)c1c(C)n([O-])c2ccc(C)cc2[n+]1=O	-79	-3	0	-9	0	-2	1	-2	-2
CCO[C@@H]1OC(C(N)=O)=C[C@H](C2CCCCC2)[C@H]1CCCO	4	-9	-2	-20	4	-13	13	7	10
O=C(NCc1ccc2c(c1)OCO2)C1CC(c2ccc(Cl)c(Cl)c2)=NO1 (stereo not given)	1	2	5	-20	-5	0	4	29	19
CCOc1ccccc1N(C(=O)Nc1cccc(Cl)c1)C1=NC(C)CS1 (stereo not given)	9	7	1	-14	-2	3	-4	-14	5
Cc1cc(C(=O)COC(=O)C2CCN(C(=O)c3ccc(Cl)cc3)CC2)c(C)n1CC1CCCO1 (stereo not given)	11	2	-3	17	2	2	8	4	0
CCOc1ccc(S(=O)(=O)/N=C(/c2ccccc2)N(C)C)cc1	11	-11	1	5	-3	-1	3	9	-4
CC(=O)c1cc(C#N)c(N(C)Cc2ccccc2)nc1C	-25	4	1	5	1	1	0	15	6
O=[N+]([O-])c1ccc(C[n+]2cccc(O)c2)cc1	8	-3	0	-14	3	5	-4	23	-11
Cc1cc(NC(=O)c2ccc(Cl)cc2)no1	4	18	1	0	18	3	4	2	-12
Cc1cccc(C)c1OCc1cn(CC(=O)c2ccc(O)cc2)nn1	25	7	0	.	29	.	.	.	.
COc1ccccc1NC(=O)N1CCN(c2ccc3nnc(-c4ccc(F)cc4)n3n2)CC1	-16	0	1	-3	17	-7	-3	6	-5
CCOC(=O)c1ccc(NC(=O)Nc2ccn(C)n2)cc1	6	-3	3	-19	2	-9	19	10	-2
CNC(=O)C(=O)Nc1c(O)c2ccccc2[nH]c1=O	23	5	1	-11	-5	-13	-5	-4	1
CC(=O)c1ccc(N2CCN(C(=O)COc3ccc(F)cc3)CC2)c(F)c1	-16	-4	0	-3	-8	0	-6	24	-1
COc1cccc(C(=O)CN2CCN(S(=O)(=O)c3ccc(Br)cc3)CC2)c1	12	17	0	8	-3	-2	-1	-7	-16
COc1cccc(C2C3=C(N=c4s/c(=C\c5cccc(O)c5)c(=O)n42)c2ccccc2CC3)c1OC (stereo not given)	-2	12	50*	-22	5	-6	-7	17	5
Cc1ccc(-n2nc(N)c3c(=O)oc(N(C)C)nc32)cc1	4	-15	-3	-5	-1	8	2	-3	-6
COc1ccc2c(c1)Sc1ccccc1N2CCN(C)C	12	-13	0	-10	-6	-14	-6	14	13
CCc1cc2c(=O)[nH]c(Cc3ccc(OC)cc3)nc2s1	-2	-7	-2	-15	-3	-10	-5	12	-5

Compound activity deposited in PubChem by Sanford-Burnham Center for Chemical Genomics.
